Assay outcomes: PubChem, National Center for Advancing Translational Sciences (NCATS)
FUS yeast rescue = qHTS for Suppressors of FUS Proteinopathy: Primary screen using FUS-linked yeast assay | 0.24% of 390,000 active | S. cerevisiae FUS-expressing, growth rescue, OD600, 24 h | Potency, µM (doses to about 76.6 µM), for the others: at the highest dose growth rescue (activation), most hits filed as activators;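 further: potency means the concentration at half of the fitted maximal effect; plate controls were DMSO vehicle for no effect and reference control for full effect; nearly all actives have a fitted effect of over 55% in size; some results filed as inactive show a strong effect at the top dose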
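Yeast expressing FUS under galactose induction, OD 0.005 in 2% galactose medium; compounds in a dilution series, 24 h at 30C. Growth rescue by absorbance at 600 nm; CP55940 positive control, DMSO negative.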
PI5P4Ka inh = qHTS for Inhibitors of phosphatidylinositol 5-phosphate 4-kinase (PI5P4K); PI5P4Kalpha enzyme, ADP-Glo luminescence, 60 min; stronger effect = lower value; max response, %; 1.2% of 330,000 active; AID 652105, 2013; active means max response of -50% or lower; inconclusive means between -30% and -50%; inactive means -30% or higher; further: value at the top dose of about 77 µM; on the % scale 0 is the no-effect control and ±100 the full control effect
Target sequence (P48426 whole entry, looked up): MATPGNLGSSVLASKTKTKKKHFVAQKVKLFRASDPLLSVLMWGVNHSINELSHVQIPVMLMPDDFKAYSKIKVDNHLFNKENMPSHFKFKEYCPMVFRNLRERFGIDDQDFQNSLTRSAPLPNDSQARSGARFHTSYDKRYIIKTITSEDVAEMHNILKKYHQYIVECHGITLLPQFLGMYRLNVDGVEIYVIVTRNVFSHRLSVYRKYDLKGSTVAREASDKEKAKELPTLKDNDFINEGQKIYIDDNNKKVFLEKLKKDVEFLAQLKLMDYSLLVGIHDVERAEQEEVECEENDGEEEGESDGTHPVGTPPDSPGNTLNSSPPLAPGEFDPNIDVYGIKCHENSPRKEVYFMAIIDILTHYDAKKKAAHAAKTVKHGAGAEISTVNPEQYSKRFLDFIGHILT
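Controls without substrate or without enzyme flank wells where PI5P4Kalpha converts substrate using 5 microM ATP (final). Incubation lasts 60 minutes at room temperature; ADP formed is read by ADP-Glo luminescence.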
EPAC1 ag = qHTS for Agonist of cAMP-regulated guanine nucleotide exchange factor 3 (EPAC1): primary screen; Rap guanine nucleotide exchange factor 3 (Homo sapiens), O95398; EPAC1 agonist qHTS, biochemical assay; response scale: 100% = response to 6.5 mM cAMP; Potency, µM (titrated, usually from 154 µM), inactives show at the top dose activation, usual class: activators; 0.073% of 360,000 active; AID 720707, 2013; further: potency means the concentration at half of the fitted maximal effect; nearly all actives have a fitted effect of over 60% in size
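Normalized to 6.5 mM cAMP, activity reflects EPAC1-catalysed release of BODIPY-GDP from Rap1B, followed kinetically over 30 min at 480 nm excitation, 540 nm emission. Reaction contained 100 nM EPAC1, 250 nM Rap1B-BODIPY-GDP, 50 uM GDP.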
Abeta rescue = qHTS for compounds that reverse cellular toxicity of Amyloid beta (A-beta) peptide in yeast: Primary Screen | yeast expressing A-beta42, growth rescue, OD600, 48 h; response scale: 0% DMSO, 100% iron-clioquinol control | Potency, µM (top dose mostly 46.1 µM), for inactives: at the top dose growth rescue, most hits filed as activators | 0.063% of 410,000 active; further: potency means the concentration at half of the fitted maximal effect; nearly all actives have a fitted effect of over 55% in size
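Yeast A-beta toxicity model in growth medium with pinned compounds, 48 h at 30 C; growth read as absorbance at 600 nm. Normalized to FeCl3/clioquinol equimolar mix (positive) and DMSO (negative).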
IL-2 act = qHTS of IL-2 Activators; IL-2 activation reporter assay, cell-based qHTS; stimulated with anti-CD3/CD4/CD28 beads; in transgenic mouse T cells; activation, % (series mostly up to about 46 µM); 0.065% of 360,000 active; AID 652025, 2013; in the data active means activation above about 50%; inconclusive means mostly about 30% to 49%; further: 0% is about no effect
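Using fluorescent plate cytometry, EGFP and DsRed are detected in transgenic mouse T cells stimulated 18 h at 37 degrees C with antibody-coated beads after 60 min compound pretreatment.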
PLK1 PBD inh = qHTS for Inhibitors of PLK1-PDB (polo-like kinase 1 - polo-box domain): Primary Screen. Serine/threonine-protein kinase PLK1 (Homo sapiens), P53350. Plk1 PBD binding of FITC phosphopeptide, fluorescence polarization. Potency, µM, inactives show max response, negative = inhibition, hits mostly inhibitors. 2.8% of 360,000 active. AID 720504, 2013; further: potency means the concentration at half of the fitted maximal effect; series mostly up to about 57 µM; on the % scale 0 is the no-effect control and ±100 the full control effect; nearly all actives have a fitted effect of over 65% in size
Target sequence (P53350 whole entry, looked up, the tested form may be a part): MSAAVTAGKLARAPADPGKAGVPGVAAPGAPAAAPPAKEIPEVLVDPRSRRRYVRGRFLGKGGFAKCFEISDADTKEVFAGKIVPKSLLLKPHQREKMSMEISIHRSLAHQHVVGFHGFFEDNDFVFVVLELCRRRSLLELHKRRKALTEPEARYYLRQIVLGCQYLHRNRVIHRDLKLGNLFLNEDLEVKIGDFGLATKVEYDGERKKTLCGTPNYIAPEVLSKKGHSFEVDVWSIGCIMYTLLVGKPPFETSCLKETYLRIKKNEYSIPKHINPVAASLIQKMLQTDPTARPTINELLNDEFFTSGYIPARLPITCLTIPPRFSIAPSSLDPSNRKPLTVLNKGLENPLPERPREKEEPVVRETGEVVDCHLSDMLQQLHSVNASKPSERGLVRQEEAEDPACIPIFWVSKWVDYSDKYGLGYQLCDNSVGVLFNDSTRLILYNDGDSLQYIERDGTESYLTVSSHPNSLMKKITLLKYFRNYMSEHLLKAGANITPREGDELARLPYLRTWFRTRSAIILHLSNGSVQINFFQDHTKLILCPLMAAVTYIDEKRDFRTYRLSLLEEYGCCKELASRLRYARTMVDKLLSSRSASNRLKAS
EPAC1 antag = qHTS for Antagonist of cAMP-regulated guanine nucleotide exchange factor 3 (EPAC1): primary screen; Rap guanine nucleotide exchange factor 3 (Homo sapiens), O95398; EPAC1 GEF assay, Rap1b-BODIPY-GDP exchange fluorescence; Potency, µM (highest dose often 115 µM), without a hit: top-dose activity change, negative = inhibition, actives largely listed as inhibitors; 0.14% of 360,000 active; AID 720709, 2013;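 further: potency means the concentration at half of the fitted maximal effect; plate controls were vehicle for no effect and positive control for full effect; nearly all actives have a fitted effect of over 50% in size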
WRN inhibitor = qHTS for Inhibitors of WRN Helicase. 0.46% of 360,000 active. AID 651768, 2012. Bifunctional 3'-5' exonuclease/ATP-dependent helicase WRN (Homo sapiens), Q14191. WRN helicase unwinding, fluorescent forked duplex, kinetic. Potency, µM (titrated, usually from 114 µM), for the others: top-dose activity change, negative = inhibition, hits mostly inhibitors; further: potency means the concentration at half of the fitted maximal effect; on the % scale 0 is the no-effect control and ±100 the full control effect; nearly all actives have a fitted effect of over 55% in size
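WRN at 20 nM final preincubated with compound 15 min at room temperature; reaction started with 100 nM fluorophore/quencher forked duplex oligonucleotide and 2 mM ATP final. Unwinding followed kinetically by red fluorescence (ex 525, em 598 nm).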
The depositor's hits bear a star; u = inconclusive; x = no result given; & = joins results of further samples; [ ] = dose if it differs, or a comment. Unless noted, the call rests on the fitted dose curve; in most records, active means well fitted curve in the direction sought with a large enough effect; inconclusive means small, poorly fitted or top-dose-only effect, or another doubt; inactive means no such curve, though single readings can be large; an effect the other way counts as inactive or inconclusive.

SMILES	FUS yeast rescue	PI5P4Ka inh	EPAC1 ag	Abeta rescue	IL-2 act	PLK1 PBD inh	EPAC1 antag	WRN inhibitor
CN(Cc1c(O)ccc2c1oc(=O)c1ccccc12)C1CCCCC1	34%	x	14%	-16%	4.1	-9%	-22%	-10%
O=C(NCCc1ccc(Cl)cc1)C1CCCN1C(=O)Nc1ccccc1 (stereo unspecified)	9%	-5	-9%	-5%	-0.3	-1%	10%	10%
O=C(NCCNCCO)C1(C(F)(F)F)C/C(=C\Cc2ccccc2)CCCO1 (stereo unspecified)	-12%	3	-15%	2%	-0.3	-2%	1%	-2%
COc1ccc(N(CC(=O)N2CCc3ccccc3C2)S(C)(=O)=O)cc1Cl	18%	4	-12%	-1%	-0.7	2%	-4%	1%
O=C(C1CCCN(c2ncccn2)C1)N1CCc2ccccc21 (stereo unspecified)	11%	x	2%	17%	-0.8	0%	1%	-2%
COc1cc(C(C[N+](=O)[O-])c2c(C)cc3ccccn23)ccc1O (stereo unspecified)	33%	1	5%	-36%[inhibitor]	-0.9	-5%	3%	-6%
CCOc1ccc2nc(S(=O)(=O)NC(=O)C3(C)CCN3C(=O)c3c(C)noc3C)sc2c1 (stereo unspecified)	-10%	-1	-1%	-21%	2.0	-7%	-10%	-4%
O=C1c2ccccc2C(=O)N1CCC1=CCCCC1	3%	3	-4%	7%	-3.7	0%	5%	5%[57.1 µM]
COc1cc(C(=O)Nc2ccc(C(F)(F)F)cc2)ccc1OCC(=O)N1CCOCC1	2%	3	-9%	6%	-0.8	-1%	8%	3%
CCNc1ccc(C(=O)OCC)cc1NC(=O)c1cccc(S(=O)(=O)N2CCOCC2)c1	6%	x	16%	4%	1.8	-11%	-3%	2%
O=C(NNC(=O)C(c1ccccc1)c1ccccc1)c1ccccn1	22%	-9	16%	9%	-3.6	-16%	-29%	-32%[57.1 µM]
COc1ccc(NC(=S)NN2CCOCC2)cc1OC	x	2	-4%	5%	-0.5	-11%	0%	-3%
Cc1ccc(NC(=O)CCC(=O)NNC(=O)NC2CCCCC2)c(C)c1	5%	2	-2%	7%	-1.4	-6%	-5%	3%
O=C(O)c1ccc(Cl)cc1NC(=O)C1CCN(S(=O)(=O)c2cccs2)CC1	1%	u	2%	3%	-0.8	u	13%	7%
COc1ccc(NC(=O)CSc2nc(C)cs2)cc1OC	6%	-8	0%	-10%	0.3	-2%	4%	4%
CCOc1ccc(S(=O)(=O)N2CCN(C(=S)NC3CC3)CC2)cc1	5%	-7	2%	6%	0.7	-2%	0%	-2%
CCCCN(CCCNC(=O)Cn1ncc2ccsc2c1=O)Cc1ccccc1	-2%	-9	8%	-13%	-0.2	-16%	-14%	-2%
COC(=O)c1c(NS(=O)(=O)c2ccc(C)cc2)sc2c1CCC(C)C2 (stereo unspecified)	26%	1	9%	14%	0.5	u	-2%	-7%
c1ccc(-n2nnnc2Oc2cccc3cccnc23)cc1	-2%	x	8%	-28%	-0.5	-13%	-4%	-7%
COCCn1c(SCC(=O)N2CCCCCC2)nnc1-c1ccco1	6%	1	6%	4%	0.4	-15%	-13%	4%
C/C(=N\NC(=O)CNC(=O)c1ccccc1Br)c1ccco1	-33%	-3	10%	-9%	-0.6	-3%	5%	-6%[57.1 µM]
Cc1ccc(C(=O)NC(NC(=S)Nc2ccc(S(N)(=O)=O)cc2)C(Cl)(Cl)Cl)cc1 (stereo unspecified)	15%	3	0%	6%	0.0	-8%	-1%	-21%
COc1ccccc1OCC(=O)N1CCN(C(=O)c2ccco2)CC1	9%	5	-8%	8%	1.4	-4%	-9%	-8%
CCOc1nc(-c2ccc(Cl)cc2Cl)ccc1C#N	-5%	-1	4%	-18%	-1.7	-9%	11%	-5%
COCCCNC(=O)C1CCN(c2ccc(N3CCOCC3)nn2)CC1	-14%	3	2%	-11%	-1.4	-6%	10%	4%

2 consecutive records already listed, quoted:
SMILES	FUS yeast rescue	PI5P4Ka inh	EPAC1 ag	Abeta rescue	IL-2 act	PLK1 PBD inh	EPAC1 antag	WRN inhibitor
CCOc1ccc2nc(S(=O)(=O)NC(=O)C3(C)CCN3C(=O)c3c(C)noc3C)sc2c1 (stereo unspecified)	-10%	-1	-1%	-21%	2.0	-7%	-10%	-4%
O=C1c2ccccc2C(=O)N1CCC1=CCCCC1	3%	3	-4%	7%	-3.7	0%	5%	5%[57.1 µM]

Further compounds
SMILES	FUS yeast rescue	PI5P4Ka inh	EPAC1 ag	Abeta rescue	IL-2 act	PLK1 PBD inh	EPAC1 antag	WRN inhibitor
C/C(=N/NC(=O)c1cc2ccccc2cc1O)c1ccco1	38%	-65*	1%	7%	-3.1	2%	-1%	-9%[11.6 µM]
Cc1c(NC(=O)c2ccc(Cl)nc2)cccc1-c1nc2cccnc2s1	u	1	-5%	20%	-2.9	-18%	11%	5%
COc1ccc(-c2[nH]ncc2CN2CCC(OCc3ccccn3)CC2)c(F)c1	-27%	2	-4%	19%	0.0	2%	15%	6%
O=C(Cc1ccccc1F)Nc1ccc(S(=O)(=O)N2CCCCC2)cc1	2%	4	-1%	6%	-2.3	2%	1%	-3%
O=C(c1cc2cc(F)ccc2[nH]1)N1CCc2ccccc2C1	-4%	8	0%	0%	-0.4	1%	-24%	-2%
COc1ccccc1CCNC(=O)c1cnccn1	14%	x	5%	-1%	3.1	-12%	-3%	-8%
COCCCNC(=O)c1ccc(CS(=O)(=O)c2cccc(C(F)(F)F)c2)o1	-4%	4	-16%	0%	-3.2	-6%	-2%	-2%
COC(=O)Nc1ccccc1C(=O)N1CCCCC1	2%	2	1%	-8%	1.0	-8%	-3%	-1%
CC(C)(C)NC(=O)C1Cc2ccccc2CN1C(=O)Nc1cccc(Cl)c1 (stereo unspecified)	14%	3	-9%	-20%	-0.1	-10%	4%	8%
O=c1cc2c(nn1Cc1cccc([N+](=O)[O-])c1)-c1ccccc1CC2	23%	5	3%	-38%[inhibitor]	0.8	0%	-3%	-3%
COc1cccc(NC(=O)CSc2c3c(nc4ccccc24)CCCC3)c1	-6%	-7	-1%	0%&-3%	-4.2	-5%	-13%	-16%
O=C(CCc1nnc2ccc(N3CCCC3)nn12)Nc1cc(F)ccc1F	-1%	-1	8%	-1%	-6.2	-11%	12%	-3%
O=C(O)c1ccc(NCc2ccc3c(c2)OCO3)cc1	-14%	1	0%	20%	-0.5	-7%	13%	-2%
CC1(C(=O)OCC(=O)Nc2ncc(Cl)cc2Cl)CC1(Cl)Cl (stereo unspecified)	-4%	6	-3%	10%	-2.1	-12%	-4%	-10%
CC(C)(C)SCCNC(=O)/C=C/c1ccc(F)cc1	-2%	15	-1%	3%	0.6	3%	6%	-4%
CC(C)C(=O)Nc1ccc2c3c(cccc13)CC2	x	3	-14%	-4%	-1.6	-5%	2%	8%
CC1CN(Cc2ccc(C#N)cc2Cl)CC(C)O1 (stereo unspecified)	-20%	3	-2%	-5%	1.1	-9%	-6%	-6%
COCCn1ccc2c(OCC(=O)NCc3ccccc3)cccc2c1=O	11%	0	5%	2%	0.7	-2%	12%	-8%
COC(=O)c1sc(S(=O)(=O)NCC(=O)O)c(C(=O)OC)c1C	-12%	1	-6%	-20%	0.3	-7%	4%	0%
NC(=O)CSc1oc(-c2ccco2)nc1S(=O)(=O)c1ccccc1	22%	-4	8%	10%	-0.4	-7%	-15%	2%
N#C/C(=C\c1cccnc1)C(=O)Nc1ccc(C(=O)O)cc1	4%	-1	10%	15%	-0.5	1%	-5%	1%
Cc1ccc(Oc2ccc(C=O)cn2)cc1	-7%	14	0%	-7%	0.9	-8%	-14%	1%[57.1 µM]
C[C@H](O)[C@@H]1CN2CCc3c([nH]c4ccc(-c5ccc6c(c5)OCO6)cc34)[C@@H]2C[C@@H]1N(C)C(=O)NC1CCCCC1	u	0	-4%	-21%	-1.1	-20%	-10%	5%
CC(=O)Nc1ccc(N(CC(=O)NC2CCCCC2)C(=O)Cn2nnc(-c3ccccc3)n2)cc1	7%	8	-13%	9%	1.8	2%	6%	7%
COc1ccc(OC)c(Cc2nnc(CCC(=O)N3CCCCCC3)o2)c1	-7%	6	12%	6%	1.0	3%	2%	0%
Cc1cc2cc(CN(Cc3cccs3)C(c3nnnn3C(C)(C)C)C(C)C)c3nnnn3c2cc1C (stereo unspecified)	x	11	-10%	7%	-0.9	-1%	-16%	-18%
COc1ccc(C(NC(=O)C2CCN(CCCOc3ccccc3)CC2)c2ccccn2)cc1 (stereo unspecified)	-4%	4	-20%	-10%	-0.6	2%	-10%	18%

Three structures from above, arranged by formula weight, rising:
SMILES	FUS yeast rescue	PI5P4Ka inh	EPAC1 ag	Abeta rescue	IL-2 act	PLK1 PBD inh	EPAC1 antag	WRN inhibitor
O=C(c1cc2cc(F)ccc2[nH]1)N1CCc2ccccc2C1	-4%	8	0%	0%	-0.4	1%	-24%	-2%
O=c1cc2c(nn1Cc1cccc([N+](=O)[O-])c1)-c1ccccc1CC2	23%	5	3%	-38%[inhibitor]	0.8	0%	-3%	-3%
COCCn1ccc2c(OCC(=O)NCc3ccccc3)cccc2c1=O	11%	0	5%	2%	0.7	-2%	12%	-8%

Profiles as entered above.
Profile of O=C(c1cc2cc(F)ccc2[nH]1)N1CCc2ccccc2C1 : FUS yeast rescue = -4%; PI5P4Ka inh = 8; EPAC1 ag = 0%; Abeta rescue = 0%; IL-2 act = -0.4; PLK1 PBD inh = 1%; EPAC1 antag = -24%; WRN inhibitor = -2%
Profile of Cc1c(NC(=O)c2ccc(Cl)nc2)cccc1-c1nc2cccnc2s1 : FUS yeast rescue = u; PI5P4Ka inh = 1; EPAC1 ag = -5%; Abeta rescue = 20%; IL-2 act = -2.9; PLK1 PBD inh = -18%; EPAC1 antag = 11%; WRN inhibitor = 5%
